# KCNK9 block – human KCNK9 channel inhibition. Q9NPC2. HEK293 KCNK9, FluxOR thallium flux fluorescence; hits give low values. B-score at 10 µM. 1.2% of 310,000 active;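 active = ratio B-score over 3 SD below the library mean, with starting fluorescence within 5 SD of its mean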;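 also: negative B-score means less thallium flux so channel inhibition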
# Dyrk1A ADPGlo – blocks rat Dyrk1A kinase activity | 0.43% of 310,000 active | Q63470 | AID 504441 | ADP-Glo luminescence, NFATc1 peptide | inhibition, % at 12.5 µM; in the data active = inhibition above about 50%;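 also: plate controls were vehicle with enzyme for no effect and no enzyme for full effect; many of its hits are not listed in these tables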
# KCNK3 block – human KCNK3 channel inhibition, primary screen; 0.84% of 340,000 active; B-score at 10 µM; CHO-KCNK3 thallium flux, FluxOR fluorescence; hits give low values; O14649; AID 602410;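 active = B-score under library mean minus 4 SD, starting fluorescence ratio at most library mean plus 5 SD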;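 also: more negative B-score means stronger inhibition of thallium flux through KCNK3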
# TRPC4 PAM – allosterically enhances the mouse TRPC4 cation channel | Q9QUQ5 | HEK293 TRPC4beta/mu-opioid, DAMGO EC20, Fluo-4 Ca2+ flux; hits give high values | B-score at 10 µM | 0.42% of 310,000 active | AID 2227;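 active = B-score of calcium response area above 5 SD of library B-scores, with initial fluorescence ratio within 5 SD of library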;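 also: B-score of integrated fluorescence ratio over time as area under calcium response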
# Target sequence (Q9QUQ5 whole entry, looked up): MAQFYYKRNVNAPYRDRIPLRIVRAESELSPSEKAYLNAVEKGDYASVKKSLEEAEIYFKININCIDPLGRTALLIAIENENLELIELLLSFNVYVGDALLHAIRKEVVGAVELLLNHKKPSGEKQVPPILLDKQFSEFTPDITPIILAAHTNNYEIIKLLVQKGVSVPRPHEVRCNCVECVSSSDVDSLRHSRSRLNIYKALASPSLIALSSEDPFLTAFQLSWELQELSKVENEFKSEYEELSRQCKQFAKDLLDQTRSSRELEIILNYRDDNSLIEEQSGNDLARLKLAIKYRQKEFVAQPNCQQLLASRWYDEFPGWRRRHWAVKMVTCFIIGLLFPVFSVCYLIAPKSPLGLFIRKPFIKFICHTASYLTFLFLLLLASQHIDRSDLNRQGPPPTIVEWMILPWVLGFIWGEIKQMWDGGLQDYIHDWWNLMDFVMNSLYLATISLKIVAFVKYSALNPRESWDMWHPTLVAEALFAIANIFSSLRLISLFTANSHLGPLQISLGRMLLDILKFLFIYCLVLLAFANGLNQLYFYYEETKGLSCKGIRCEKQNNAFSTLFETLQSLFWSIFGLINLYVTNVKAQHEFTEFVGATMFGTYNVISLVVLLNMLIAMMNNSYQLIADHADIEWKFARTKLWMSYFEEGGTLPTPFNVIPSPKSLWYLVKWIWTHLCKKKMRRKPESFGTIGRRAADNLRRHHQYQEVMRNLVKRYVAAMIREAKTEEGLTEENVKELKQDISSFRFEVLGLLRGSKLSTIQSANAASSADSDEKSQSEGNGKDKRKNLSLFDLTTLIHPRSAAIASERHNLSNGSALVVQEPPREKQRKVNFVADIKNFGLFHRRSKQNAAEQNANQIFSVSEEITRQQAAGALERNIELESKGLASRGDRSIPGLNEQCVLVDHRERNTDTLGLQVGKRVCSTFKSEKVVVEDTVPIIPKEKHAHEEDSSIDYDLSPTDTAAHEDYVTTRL
# TRPC4 agonist – activators of mouse TRPC4 channel; HEK293 TRPC4beta/mu-opioid, Fluo4 calcium fluorescence; hits give high values; B-score at 10 µM; 0.49% of 310,000 active; AID 2237;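 active = B-score above 5 SD of library B-scores, and initial fluorescence ratio not above library mean plus 5 SD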;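 also: positive B-score marks a calcium rise read as TRPC4 activation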
#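 Test system: HEK293 cells stably co-expressing mouse TRPC4beta and mu-opioid receptor | Schedule: Fluo4 dye loading 45 min at room temperature, 110 s recording | Measured by: Kinetic Fluo4 calcium fluorescence, 5 s baseline at 1 Hz | Evaluation: B score of integrated ratio | Controls: Buffer (low) and maximal DAMGO (high)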
# KCNQ1 inh – blocks the human KCNQ1 potassium channel; P51787; CHO-K1 KCNQ1, FluxOR thallium flux fluorescence; hits give high values; B-score at 10 µM; 1.3% of 310,000 active; AID 2642;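 active = compounds whose thallium flux B-score, printed positive for inhibition, exceeds three library SD while starting fluorescence stays within three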;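 also: channel opened by potassium depolarization with thallium stimulus after 20 min compound exposure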
# Platelet DG rel – platelet dense granule release activity. human platelet-rich plasma, SFLLRN dense granule ATP release, luminescence. inhibition, %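 (compounds screened at 7.5 µM in platelet-rich plasma)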. 0.22% of 300,000 active;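 active = mean replicate score, as percent of positive control, at or above 50; inconclusive = mean below 50 but at least one replicate at or above 50; inactive = mean and every replicate below 50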
# PolyA inh – inhibitors of polyadenylation in S. cerevisiae | S. cerevisiae SKY197-pL101 polyadenylation reporter, beta-gal luminescence; efflux-impaired pdr1/pdr3 knockout yeast; score 100 = 6 SD above DMSO | calls only at 12 µM | 0.02% of 300,000 active | AID 1875;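 active = lowest replicate activity score at least 50, where 100 means six control SD above control mean; inconclusive = lowest score under 50 but half or more replicates reach 50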;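 also: yeast exposed to compound for 9 h at 30 °C; higher score means more reporter readthrough which indicates perturbed polyadenylation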
# TRPC4 inh – blocks the mouse TRPC4 cation channel. 0.39% of 300,000 active. Q9QUQ5. B-score at 10 µM. HEK293 TRPC4beta/mu-opioid, DAMGO-evoked Fluo4 calcium flux; hits give low values;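 active = B-score over 3 SD under the library average, no early fluorescence shift, positive overall ratio signal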
#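 Assay system: HEK293 cells with stable TRPC4beta plus mu-opioid receptor expression. Dosing: single dose. Measured by: Fluo4 Ca2+ flux fluorescence. Also added: DAMGO in two steps, submaximal then maximal. Read-out: B score from integrated Fluo4 fluorescence ratio.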
# KCNQ1 pot – human KCNQ1 channel potentiation or activation | P51787 | CHO-K1 KCNQ1, thallium flux FluxOR fluorescence; hits give high values | B-score at 10 µM | 0.35% of 310,000 active;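 active = fluorescence ratio B-score, a plate-corrected score, at least three library SD, with initial intensity B-score within 5 SD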
#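 Assay system: CHO-K1 cells stably expressing KCNQ1. Medium: assay buffer for compound exposure, DMSO matched across wells. Timing: 37 °C overnight plating, 90-min dark dye load, 20-min compound pretreatment. Signal: kinetic FluxOR fluorescence, 10 s baseline plus 110 s post-stimulus.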
# hERG rescue – compounds protecting human hERG from proarrhythmic drug block; Q12809; activation (rescue from dofetilide block), less the hit threshold, % at 10 µM; CHO-hERG, FluxOR thallium flux, dofetilide IC70 present; AID 1511; 0.51% of 310,000 active;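 active = activation above the mean of controls blocked by dofetilide plus 5 SD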;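 also: thallium influx through hERG after potassium depolarization seen as dye fluorescence rise; in these data hits start at about 4.7%; inactives centre near -7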
# Starred values were filed as active, the others as inactive; i = inactive; ? = inconclusive; nt = no result given. This is a subset; the hit share may differ from the screen's.
SMILES,KCNK9 block,Dyrk1A ADPGlo,KCNK3 block,TRPC4 PAM,TRPC4 agonist,KCNQ1 inh,Platelet DG rel,PolyA inh,TRPC4 inh,KCNQ1 pot,hERG rescue
CCOC(=O)NN1C(=O)c2ccccc2NC1c1cccc(O)c1 (stereo unspecified),i,0.7,i,i,i,i,9.1,i,i,i,-7.3
O=C(CCn1[nH]c(=O)c2ccccc2c1=O)N1CCOCC1,i,3.4,i,i,i,i,-3.0,i,i,i,-4.5
CCOC(=O)N1CCC(N(C(=O)Nc2cccc(OC)c2)C(C)CC)CC1 (stereo unspecified),i,-3.0,i,i,i,i,-7.6,i,i,i,-7.1
O=C(CCN1C(=O)c2ccccc2C1=O)NC(=S)Nc1ccccc1Cl,i,4.8,i,i,i,i,3.9,i,i,i,-5.9
COc1ccc(CC2SC(N)=NC2=O)cc1 (stereo unspecified),i,30.5,i,i,i,i,-6.5,i,i,i,-3.2
Cc1ccccc1-n1c(N)cc(=O)[nH]c1=S,i,10.7,i,i,i,i,0.6,i,i,i,-5.4
COCc1cc(C)nc(SCC(=O)NCC2CCCO2)c1C#N (stereo unspecified),i,-6.1,i,i,i,i,-1.5,i,i,i,-5.6
COc1ccccc1CNC(=O)C(CC(C)C)NS(=O)(=O)c1ccc2c(c1)oc(=O)n2C (stereo unspecified),i,4.7,i,i,i,i,16.8,i,i,i,-12.8
CCOc1ccc(-c2cn(-c3ccc(OC)cc3)c(SC)n2)cc1,i,-0.2,i,i,i,i,-21.5,i,i,i,-8.6
Cc1ccc(-c2nnn(CC(=O)N(CC(=O)NC(C)C)c3cnc4ccccc4c3)n2)o1,i,6.7,i,i,i,i,-6.1,i,i,i,-5.0
Cc1nc2c([nH]c3ccccc32)c(=O)n1N,i,8.9,i,i,i,i,-2.1,i,i,i,-6.5
O=c1cc(-c2cccnc2)oc2c1ccc1ccccc12,i,nt,i,i,i,i,15.4,i,i,i,-20.1
Cc1cccc(C)c1NC(=S)N1CCOCC1,i,-6.4,i,i,i,i,-2.2,i,i,i,-7.3
COC(=O)c1sc(-c2ccccc2)cc1NC(=O)c1ccccc1,i,-6.2,i,i,i,i,3.5,i,i,i,-7.9
COc1ccc(OCC(=O)N2CCN(C(=O)Cc3ccccc3)CC2)cc1,i,-3.4,i,i,i,i,1.0,i,i,i,-8.1
Cc1cccc(NC(=S)NN(Cc2ccccc2)c2ccccc2)c1C,i,1.5,i,i,i,i,nt,i,i,i,-4.8
Cc1ccc(C(=O)N2CCN(c3ccc(C(F)(F)F)cn3)CC2)cc1,i,-10.0,i,i,i,i,4.4,i,i,i,-1.7
CC(C)(C)C(=O)C(Oc1cccc2nonc12)n1cncn1 (stereo unspecified),i,3.5,i,i,i,i,4.0,i,i,i,-9.3
CCCc1cc(C(=O)NNC(=S)NCC2CCCO2)cs1 (stereo unspecified),i,4.2,i,i,i,i,-7.1,i,i,i,-12.1
N#Cc1c2n(c3c(=O)n(CC(=O)c4ccc([N+](=O)[O-])cc4)cnc13)CCCCC2,i,-1.5,i,i,i,i,-0.6,i,i,i,-8.2
COc1ccc(NC(=O)NCc2ccc3c(c2)OCO3)c(OC)c1,i,0.6,i,i,i,i,-22.8,i,i,i,1.0
Cc1cc(NC(=O)c2ccc(F)cc2)n(C)n1,i,-3.0,i,i,i,i,-3.1,i,i,i,-3.0
COC(=O)c1sccc1NC(=S)Nc1ccc(OC)cc1,i,0.4,i,i,i,i,10.2,i,i,i,-15.8
NS(=O)(=O)c1ccc(CCNC(=O)c2ccc3c(c2)OCCO3)cc1,i,1.4,i,i,i,i,-6.4,i,i,i,-4.5
O=C(Nc1ncc([N+](=O)[O-])s1)C1CCN(S(=O)(=O)c2cnc[nH]2)CC1,i,5.1,i,i,i,i,5.2,i,i,i,-0.8
C=CCOC(=O)C1=C[C@H](c2ccc(Br)cc2)[C@@H](CCCO)[C@H](OCC)O1,i,3.4,i,i,i,i,4.7,i,i,i,-9.3
C/C(=N\N=C1\NC(=O)C(CC(=O)Nc2ccc(C)c(Cl)c2)S1)C(C)(C)C (stereo unspecified),i,3.0,i,i,i,i,7.0,i,i,i,-5.5
CC(C)NC(=S)N/N=C/c1cccnc1,i,1.9,i,i,i,i,-10.3,i,i,i,-4.8
CC(=O)Nc1ccc(NC(=O)C2CCCN(C(=O)c3ccc(Cl)cc3)C2)cc1 (stereo unspecified),i,3.6,i,i,i,i,11.2,i,i,i,-6.1
Cc1cc(C)cc(NC(=O)N2CCC(NC(=O)c3ccc(F)cc3)CC2)c1,i,3.6,i,i,i,i,1.0,i,i,i,-1.1
CC1CCN(S(=O)(=O)c2cccc(C(=O)NCc3cccs3)c2)CC1,i,-4.6,i,i,i,i,5.7,i,i,i,-10.7
O=C(O)c1ccccc1SCc1cn2cc(Br)ccc2n1,i,4.2,i,i,i,i,2.9,i,i,i,-6.9
CCOc1ccccc1NC(=O)CN1CCC(NC(=O)c2ccccc2)CC1,i,2.3,i,i,i,i,6.8,i,i,i,-9.0
O=C1c2ccccc2S(=O)(=O)N1CCOc1ccccc1,i,-0.2,i,i,i,i,-6.2,i,i,i,-9.6
O=C(N/N=C/CCc1ccccc1)C1CCCCC1,i,3.8,i,i,i,i,-10.5,i,i,i,-2.3
COC(=O)CC1C(=O)NCCN1C(=S)Nc1cccc(C(F)(F)F)c1 (stereo unspecified),i,0.9,i,i,i,i,0.8,i,i,i,-17.5
FC(F)(F)c1ccc(N2CCN(c3ncnc4c3nnn4Cc3ccccc3)CC2)nc1,i,-8.0,i,i,i,i,0.6,i,i,i,-1.8
COc1ccc(C(=O)NC(C)c2csc(C)n2)cc1OC1CCN(C(C)=O)CC1 (stereo unspecified),i,-1.1,i,i,i,i,-1.7,i,i,i,-5.5
CCN(CC)CCCNC(=O)CSc1c2c(nc3cc(Cl)ccc13)CCCC2,i,7.6,i,i,i,i,8.0,i,i,i,-8.6
Cc1cc(C)c(C)c(OCCCN(C)C)c1,i,-0.5,i,13*,126*,i,1.5,i,i,i,-3.8
Cc1cc(NC(=O)CCCN2C(=O)c3cccc4cccc(c34)C2=O)no1,i,1.0,i,i,i,i,-1.4,nt,i,i,-3.8
CC(C)N1C(=O)C(Cc2nc3ccccc3c(=O)n2-c2ccccc2)c2ccccc21 (stereo unspecified),i,2.7,i,i,i,i,-5.7,i,i,i,-5.8
CC(CCc1ccccc1)NC(=O)c1ccc(NC(=O)c2ccccc2)cc1 (stereo unspecified),i,0.4,i,i,i,7*,6.0,i,i,i,-8.3
O=C(Nc1ccc(-c2nc3ccccc3[nH]2)cc1)c1ccc2c(c1)OCO2,i,2.3,i,i,i,i,-1.3,i,i,i,-5.1
O=C(CNc1n[nH]c(=O)[nH]c1=O)N/N=C/C1CC=CCC1 (stereo unspecified),i,-10.4,i,i,i,i,0.9,i,i,i,-8.0
CC(C)n1c(N2CCN(C(=O)c3cccs3)CC2)nc2ccccc21,i,6.3,i,i,i,i,7.4,i,i,i,-12.9
COc1ccc(OCc2cc(-c3ccc(Cl)cc3)no2)cc1,i,3.5,i,i,i,i,1.9,i,i,i,-4.1
CCOc1ccc(C(=O)Nc2c3c(nn2-c2cccc(C)c2C)CS(=O)C3)cc1 (stereo unspecified),i,5.4,i,i,i,i,15.1,i,i,i,-4.1
CC(=O)NC(CCS(C)(=O)=O)C(=O)Nc1cc(C)on1 (stereo unspecified),i,-1.3,i,i,i,i,?,i,i,i,-6.8
O=C(Nc1ccc(CN2CCOCC2)cc1)c1ccc(-c2cccc([N+](=O)[O-])c2)o1,i,18.0,i,i,i,i,5.3,i,i,i,-14.7
N#Cc1ccccc1S(=O)c1ccccc1C(=O)Nc1ccccc1 (stereo unspecified),i,-1.1,i,i,i,i,5.1,i,i,i,-2.2
O=C(Nc1csc([N+](=O)[O-])c1)Nc1ccccc1Cl,i,-2.0,i,i,i,i,12.4,i,i,i,-10.0
COCCOC1CCN(C(=O)C2CCC(=O)N(CCc3ccccc3)C2)CC1 (stereo unspecified),i,-4.8,i,i,i,i,-20.0,i,i,i,-6.9
S=c1[nH]nc(-c2ccc(Cl)cc2)n1/N=C/c1ccco1,i,1.2,i,i,i,i,-3.9,i,i,i,-3.9
COc1cc(C(=O)NCC(=O)NC(C)CCc2ccccc2)cc(OC)c1OC (stereo unspecified),i,-5.6,i,i,i,i,4.4,i,i,i,-7.1
Cc1ccc(C(=O)/C=C/c2ccccc2[N+](=O)[O-])cc1,i,13.2,i,i,i,i,6.5,i,i,i,-1.7
COc1ccc(OCCOC(=O)c2[nH]c(C)c(C(C)=O)c2C)cc1,i,2.2,i,i,i,i,-6.5,i,i,i,-1.7
CCOc1ccc(NS(=O)(=O)c2ccc(C(=O)N(CC)CC(=O)NCc3cccs3)cc2)cc1,i,-1.3,i,i,i,i,27.3,i,i,i,-13.4
CCCCNc1ncnc2c1cnn2-c1ccccc1,i,8.6,i,i,i,i,0.3,i,i,i,-9.7
COc1cccc2c1OC1(C)CC2NC(=O)N1c1cccc(C(=O)Nc2ccc3c(c2)OCCO3)c1 (stereo unspecified),i,4.3,i,i,i,i,-1.4,i,i,i,-5.1
# Following part:
SMILES,KCNK9 block,Dyrk1A ADPGlo,KCNK3 block,TRPC4 PAM,TRPC4 agonist,KCNQ1 inh,Platelet DG rel,PolyA inh,TRPC4 inh,KCNQ1 pot,hERG rescue
Cc1ccc(S(=O)(=O)NC(=O)NCc2ccc(F)cc2)cc1,i,-6.4,i,i,i,i,0.7,i,i,i,-1.3
CC(C)COP(=O)(OCC(C)C)C(O)c1ccc(F)cc1 (stereo unspecified),i,-1.4,i,i,i,i,-3.9,i,i,i,-11.2
CCOC(=O)c1oc2cc(OCC(=O)OC)ccc2c(=O)c1-c1ccc(OC)c(OC)c1,i,1.3,i,i,i,i,14.2,i,i,i,-17.8
CCn1c(CNC(=O)COc2c(C)cccc2C)nnc1SCC(=O)Nc1nccs1,i,-0.5,i,i,i,i,-4.6,i,i,i,-7.3
CCN(CCn1cccn1)Cc1cn[nH]c1-c1ccc(OC)cc1F,i,3.1,i,i,i,i,8.9,i,i,i,-12.0
CCOC(=O)c1c(C)[nH]c(C(=O)N2CCc3cc(OC)c(OC)cc3C2)c1C,i,1.9,i,i,i,i,33.6,i,i,i,-12.5
O=C(NCC1CCCO1)C(=O)N/N=C/c1ccccc1C(=O)O (stereo unspecified),i,-1.1,i,i,i,i,0.2,i,i,i,-4.7
